# STEP block = blocks human striatal-enriched tyrosine phosphatase; recombinant STEP, OMFP fluorogenic substrate, fluorescence; inhibition, % at 20 µM; 360,000 compounds, 0.25% hits; AID 588621;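 active = inhibition at 20 µM, scaled per plate between control wells, above about 37%, limit read from the data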;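 also: 0% = DMSO with enzyme and substrate and 100% = substrate only without enzyme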
#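 System: isolated STEP enzyme; schedule: 20 min enzyme reaction at room temperature, protected from light; medium: Bis-Tris buffer pH 6.0, 2.5 mM DTT, 0.005% Tween 20; signal: fluorescence, 480/540 nm; dosing: single compound dose of 20 µM, 1% DMSO final; also added: OMFP substrate, 25 µM final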
# CSN deneddyl inh = inhibitors of human CSN-mediated cullin deneddylation; Q92905; Purified CSN, SCF-Nedd8-OG deneddylation, fluorescence polarization; inhibition, % at 12.5 µM; 360,000 compounds, 0.38% hits;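 active = pattern-corrected inhibition above about 35%, with an unprinted fluorescence ratio check between 0.5 and 1.5, limit read from the data, passing the limit was not always enough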;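 also: 0% = enzyme with substrate and 100% = substrate without enzyme; some results filed as inactive read as strong as hits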
# Target sequence (Q92905 whole entry, looked up, one chain of several): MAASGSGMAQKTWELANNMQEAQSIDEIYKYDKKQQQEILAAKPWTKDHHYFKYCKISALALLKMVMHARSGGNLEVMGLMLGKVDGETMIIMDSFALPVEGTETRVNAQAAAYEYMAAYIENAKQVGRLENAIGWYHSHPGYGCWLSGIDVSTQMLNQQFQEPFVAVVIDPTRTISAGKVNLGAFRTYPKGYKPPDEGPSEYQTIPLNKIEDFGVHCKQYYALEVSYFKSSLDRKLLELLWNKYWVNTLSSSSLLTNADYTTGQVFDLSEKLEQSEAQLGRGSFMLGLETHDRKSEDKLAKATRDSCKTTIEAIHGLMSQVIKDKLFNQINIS
#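 Assay system: HEK293T-derived human Csn5 enzyme; quantity: 0.24 nM enzyme; medium: Tris/NaCl/DTT buffer, pH 7.5; also added: substrate SCFSkp2-Nedd8OG, 10 nM; doses: 12.5 µM compound; schedule: 90 min reaction at room temperature; signal: FP; read-out: % inhibition of substrate cleavage by Csn5; benchmarks: substrate-only high control, full reaction low control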
# Rpn11 inh = inhibitors of human proteasome Rpn11. 360,000 compounds, 0.59% hits. calls only at 20 µM. human 26S proteasome, Ub4-pepOG fluorescence polarization; 20S core pre-blocked with epoxomicin. O00487. AID 588493;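 active = inhibition at 20 µM, scaled to each plate's controls, above about 33%, limit read from the data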
# Scp1 inh = inhibitors of human Scp-1 phosphatase | Recombinant Scp1, phosphopeptide, malachite green phosphate absorbance | inhibition, % at 20 µM | 340,000 compounds, 0.88% hits;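 active = inhibition above about 50% at 20 µM, limit read from the data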;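 also: plate controls were DMSO wells with enzyme for no effect and wells lacking enzyme for full effect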
#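 System: SCP-1 catalytic domain; Reagent: Phospho 17-mer peptide substrate; Doses: one concentration, 20 µM, with 1.0% DMSO; Incubation: 45 min room-temperature reaction, 5 min colour, 30 min stabiliser; Signal: Phosphate-binding colour reagent, absorbance read at 630 nm.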
# DNMT1 inh = inhibitors of human DNMT1. DNMT1 molecular beacon, Hinp1I cleavage, fluorescence. P26358. 360,000 compounds, 0.83% hits. AID 588458. inhibition (reported as % activation of signal), % at 10 µM; in the data active = inhibition above about 50%
# LMPTP inh = blocks human LMPTP phosphatase; P24666; recombinant LMPTP-A, OMFP fluorogenic substrate, fluorescence intensity; inhibition, % at 20 µM; 360,000 compounds, 0.22% hits; AID 651560;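 active = compounds that cut the enzyme signal by at least half of the control window in the single-dose screen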;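 also: plate controls were DMSO wells with enzyme plus substrate for no effect and substrate without enzyme for full effect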
#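 Test system – LMPTP-A enzyme · Amount – LMPTP-A at 0.625 nM final in the reaction · Buffer or medium – Bis-Tris pH 6.0, DTT, detergent · Reagent – OMFP 400 µM · Doses – single 20 µM dose · Schedule – reaction 50 min, room temperature, dark · Detection – fluorescence intensity of OMFP turnover product · Evaluation – percent inhibition versus substrate-only and uninhibited controls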
# TbMetRS inhib = blocks T. brucei methionyl-tRNA synthetase activity | purified T. brucei MetRS, ATP depletion, Kinase-Glo luminescence | inhibition, % at 11.9 µM | 360,000 compounds, 0.4% hits | AID 624268;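 active = inhibition above a per-plate cutoff of the control wells' mean inhibition plus 3 SD, cut at about 5.5% in these data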;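 also: 0% = DMSO wells median and 100% = median of wells with control inhibitor compound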
#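 Assay system: T. brucei methionyl-tRNA synthetase, purified | Medium: HEPES buffer with MgCl2, KCl, DTT, spermine, BSA, pyrophosphatase | Compound: 11.9 µM single point | Incubation: 15 min enzyme-compound preincubation, 2 h reaction, 10 min detection, 25 °C | Measured by: Kinase-Glo luciferase luminescence reporting remaining unconsumed ATP | Measure: % inhibition normalized to control-well medians | Replication: Singlicate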
# PABP1 MLLE inh = blocks PAM2 peptide binding to the PABP1 MLLE domain. P11940. 360,000 compounds, 0.36% hits. AID 588489. GST-MLLE / FITC-PAM2 fluorescence polarization. inhibition, % at 20 µM; in the data active = inhibition above about 35%, passing the limit was not always enough;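 also: plate controls were DMSO wells with GST-MLLE for no effect and wells lacking GST-MLLE protein for full effect; some results filed as inactive read as strong as hits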
# Target sequence (P11940 whole entry, looked up, the tested form may be a part): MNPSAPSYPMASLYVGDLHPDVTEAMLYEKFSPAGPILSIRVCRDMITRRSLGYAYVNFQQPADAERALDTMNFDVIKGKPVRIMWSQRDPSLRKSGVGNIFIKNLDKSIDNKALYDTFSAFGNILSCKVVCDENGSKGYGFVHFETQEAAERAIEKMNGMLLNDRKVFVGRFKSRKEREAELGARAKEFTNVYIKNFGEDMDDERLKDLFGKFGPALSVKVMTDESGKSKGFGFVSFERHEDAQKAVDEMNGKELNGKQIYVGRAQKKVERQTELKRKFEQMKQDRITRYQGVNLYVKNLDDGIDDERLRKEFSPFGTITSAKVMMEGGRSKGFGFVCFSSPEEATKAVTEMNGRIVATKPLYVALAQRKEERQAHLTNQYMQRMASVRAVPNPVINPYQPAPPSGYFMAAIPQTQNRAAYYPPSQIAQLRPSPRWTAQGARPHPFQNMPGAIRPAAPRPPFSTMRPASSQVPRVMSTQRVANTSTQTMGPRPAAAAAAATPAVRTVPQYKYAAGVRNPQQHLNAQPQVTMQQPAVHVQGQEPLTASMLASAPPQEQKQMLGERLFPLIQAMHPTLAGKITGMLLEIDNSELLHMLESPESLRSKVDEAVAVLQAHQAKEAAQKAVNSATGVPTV
# SUMO1 PPI mod = modulators of human SUMO1-mediated protein-protein interactions | P63165 | SUMO1 binding to a labelled peptide, TR-FRET, 1 h | inhibition, % at 20 µM | 360,000 compounds, 0.33% hits | AID 602429; in the data active = inhibition above about 37%
# Target sequence (P63165 whole entry, looked up): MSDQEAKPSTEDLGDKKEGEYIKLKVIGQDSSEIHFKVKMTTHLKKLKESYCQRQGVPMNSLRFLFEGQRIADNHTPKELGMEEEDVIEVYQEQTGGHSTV
# NadD block = inhibitors of Staphylococcus aureus NadD | purified NadD enzyme, colorimetric absorbance read-out | inhibition, % at 20 µM | 360,000 compounds, 0.78% hits | AID 602399; in the data active = inhibition above about 26%; also: some compounds past the cut are filed as inactive
# An asterisk follows results filed as active; i = inactive; x = no result given; + = active, no number. The order is random; about 3.6% have a hit in one of these screens.
SMILES,STEP block,CSN deneddyl inh,Rpn11 inh,Scp1 inh,DNMT1 inh,LMPTP inh,TbMetRS inhib,PABP1 MLLE inh,SUMO1 PPI mod,NadD block
O=C(NCc1ccccn1)/C(=N/O)c1ccccc1,-2,-2,i,-12,2,-0.8,-1.2,-7,0,4
Cc1ccc(-c2nc3cc(Cl)ccc3o2)cc1,3,2,i,-8,-1,-0.7,-0.2,4,5,11
COc1ccc([C@H]2CC(=O)C=C(c3ccc4ncccc4c3)C2)cc1OC,0,0,i,-3,2,2.5,-0.2,5,-34,1
CCC(C)N(C(=O)COc1ccc(-c2nnco2)cc1)C1CCS(=O)(=O)C1 (stereo not drawn),-1,3,i,1,-5,-0.4,-0.4,-28,1,0
Cc1cc(NC(=O)c2sccc2C)n(-c2cccc(Cl)c2)n1,-2,-2,i,-6,-2,-1.0,-0.3,-5,-1,-1
COc1cc(/C=N/O)ccc1Oc1cnccn1,-2,0,i,-4,0,0.5,-1.0,3,0,-8
CCOC(=O)c1ccc(-c2ccc3oc(-c4ccsc4)cc(=O)c3c2)cc1F,2,-5,+,-4,10,1.8,-0.1,15,-42,-5
COc1ccc(C)cc1S(=O)(=O)Nc1cc(Cl)ccc1Cl,0,-4,i,-7,-5,2.2,-0.7,-9,1,-3
O=C(NCc1csc2ccccc12)Nc1cc(Cl)cc(Cl)c1,0,4,i,-10,6,0.0,-0.2,20,0,2
COCCCNCC(O)C(F)(F)F (stereo not drawn),1,-3,i,-11,-1,-0.8,0.4,1,-2,-7
CN(C)CCCNC(=O)c1cc(Br)ccc1O,-2,4,i,0,3,0.0,-0.2,0,-7,-2
COC(=O)[C@]12CCCCC=C1N(Cc1ccc3c(c1)OCO3)C(=O)[C@H](CC(=O)NCCCCc1ccccc1)C2,x,3,x,x,x,6.5,-0.9,x,4,x
COc1ccc(CNC(=O)COC(=O)c2ccc(S(=O)(=O)N3CCCCC3)cc2)cc1,1,7,i,-2,7,2.4,-0.5,7,-4,-1
COc1ccc(CN(C)Cc2nc3scc(-c4ccccc4)c3c(=O)[nH]2)cc1OC,-2,-3,i,-5,0,0.6,0.3,-1,0,1
CCOC(=O)C1=C(C)N(CCCCCC(=O)O)C(=O)NC1c1ccc(Cl)cc1 (stereo not drawn),-1,-2,i,-8,4,0.1,0.0,6,13,1
Cc1ccc(-n2ncc3c(=O)n(CC(=O)NC4CCCCC4)cnc32)cc1,-2,-2,i,-2,2,0.3,-0.2,-15,0,7
CCC1CCCCN1CCNC(=O)CNS(=O)(=O)c1ccc2nc(C)sc2c1 (stereo not drawn),-3,-3,i,-3,3,2.3,-1.2,2,-4,5
Cc1cccc(NC(=O)c2cc([N+](=O)[O-])ccc2NCC2CCCO2)n1 (stereo not drawn),-5,-6,i,-9,0,-0.4,-0.2,2,-22,1
CC(=O)Nc1ccc(NC(=O)C(NS(=O)(=O)c2cccc3nsnc23)C(C)C)cc1 (stereo not drawn),-5,-5,i,1,-2,-1.7,-0.5,10,-26,-13
CCOC(=O)c1c(NC(=O)CN2C(=O)NC3(CCCCC3C)C2=O)sc(C)c1CC (stereo not drawn),0,-3,i,-4,-3,3.7,-0.3,-2,10,-2
O=C(NC1CC1)c1ccc(NC(=O)C2CCCC2)cc1,2,1,i,-4,0,-0.1,-0.3,-3,0,5
Cc1ccc(CNC(=O)[C@H](Cc2ccccc2)NC(=O)C2CCNCC2)cc1,6,1,i,-3,5,-0.4,0.2,1,4,-1
COc1cc(OC)c(C(=O)OCC(=O)N2CCOCC2)cc1OC,-3,-3,i,-10,-3,-1.4,-0.6,-5,8,-4
CSCC[C@H](NC(=O)NCc1cccs1)C(=O)O,1,-2,i,0,1,-0.4,2.0,-3,3,2
Cc1cc(NC(=O)CN(C)S(=O)(=O)c2ccc(-c3ccc(=O)[nH]n3)s2)ccc1Br,0,2,i,16,10,-1.3,-0.4,9,2,5
CC(C)(C)c1ccc(C(=O)O/N=C(\N)c2ccccn2)cc1,-1,1,i,-7,3,2.5,0.1,1,5,1
O=C1CC(c2ccc(Cl)cc2)n2nc(N3C(=O)CCC3=O)nc2N1 (stereo not drawn),1,5,i,-2,5,0.3,-1.0,0,-7,-3
O=C(NCc1ccco1)c1cc(NS(=O)(=O)c2cccc([N+](=O)[O-])c2)ccc1O,-5,-3,i,-2,-2,0.2,3.3,10,-9,-6
CCN(CC)S(=O)(=O)c1ccc(C(=O)NCc2ccc(C)cc2)cc1,1,1,i,-6,1,-0.7,-0.6,-5,0,-9
COc1ccc(CNc2nc3ccccc3s2)cc1OC,-1,-2,i,0,-3,0.9,-0.5,0,4,-9

# Part of the list above, showing only TbMetRS inhib and STEP block:
SMILES	TbMetRS inhib	STEP block
CSCC[C@H](NC(=O)NCc1cccs1)C(=O)O	2.0	1
O=C1CC(c2ccc(Cl)cc2)n2nc(N3C(=O)CCC3=O)nc2N1 (stereo not drawn)	-1.0	1

# (cont.)
SMILES,STEP block,CSN deneddyl inh,Rpn11 inh,Scp1 inh,DNMT1 inh,LMPTP inh,TbMetRS inhib,PABP1 MLLE inh,SUMO1 PPI mod,NadD block
Nc1nc(N)c(N=O)c(OCC2CCCCC2)n1,-3,-4,i,-9,-1,0.0,-0.5,5,-35,0
O=C(Nc1ccc2c(c1)OCCO2)c1cc(-n2cnnc2)ccc1Cl,1,-2,i,-1,-1,-1.0,-1.3,-95,-1,4
CC(=O)Nc1cc2c(cc1NC(=O)Cn1nc(-c3ccc(F)cc3)ccc1=O)OCCO2,0,2,i,-8,1,-1.0,-0.5,3,-13,-2
Cc1cccc(Nc2nc(N)c([N+](=O)[O-])c(N3CCN(C)CC3)n2)c1,-3,-5,i,6,2,-1.0,-0.7,-18,-3,-1
O=C(OCC(=O)N1CCCC1=O)c1cc2ccccc2o1,0,0,i,-8,0,-0.7,-0.6,-3,1,-3
O=C(Nc1nc2ccc(S(=O)(=O)N3CCCC3)cc2s1)c1ccco1,0,1,i,0,9,0.9,0.1,-2,2,-4
CCOc1ccc(CCNC(=O)C2CCCN(c3ncnc4c3nc3n4CCCCC3)C2)cc1 (stereo not drawn),-2,-2,i,-6,-1,-0.6,-0.5,3,4,3
COc1cccc(C2c3cc4c(cc3OC(C)(N3CCCC3)C2C)OCO4)c1O (stereo not drawn),1,-6,i,-3,-6,-0.3,-0.3,12,2,-1
COCCCNC(=O)CC1C[C@H](C(=O)N2CCCCC2)[C@@]2(C)c3[nH]c4ccc(OC)cc4c3CCN2C1=O (stereo partly drawn),0,-2,i,1,0,-1.2,-0.6,-2,1,2
Cc1cc(C=O)c(C)n1-c1ccc(Oc2ccc([N+](=O)[O-])cn2)cc1,-1,4,i,-2,4,-0.4,-0.2,2,-3,3
CN(C)CC/C=C1/c2ccccc2CS(=O)(=O)c2ccccc21,-3,2,i,-3,-1,-1.7,0.1,-19,2,-8
Cn1cccc1CC(=O)N/N=C/C(Cl)=C/c1ccccc1,0,4,i,-7,-25,0.3,-0.6,-7,-9,1
CC1(C)CC(=O)C2=C(C1)OC(N)=C(C#N)C2c1ccc(OC(=O)N2CCOCC2)cc1 (stereo not drawn),-2,-1,i,-5,4,-0.6,0.1,-6,1,-1
S=C(NCc1ccccn1)Nc1ccccc1,0,-5,i,-4,2,-1.9,0.0,3,3,0
O=C(NCc1ccccc1)c1ccc2nccnc2c1,-1,0,i,-10,-2,-0.9,-0.1,-14,-25,-7
COc1cccc(NC(=S)N2CCN(c3ccccn3)CC2)c1,1,1,i,0,-3,-2.9,0.1,-110,1,-3
COc1ccc(NS(=O)(=O)c2cccc(C(=O)NCC3(N4CCCCC4)CCCCC3)c2)cc1,-1,0,i,-4,1,2.1,0.1,0,-4,-6
Cc1ccc(C)c(N2C(=N)S/C(=C\c3ccc(-c4ccccc4C(=O)O)o3)C2=O)c1,7,4,i,27,35,4.6,-0.6,-64,34,17
FC(F)(F)c1cnc(C(c2ccccc2)c2ncn[nH]2)c(Cl)c1 (stereo not drawn),-1,2,i,98*,1,-1.9,-1.7,-5,3,0
COC(=O)/C(C#N)=C/c1ccc(C)o1,-2,-8,i,-8,2,-1.0,-0.3,5,-16,-3
Cc1ccc(S(=O)(=O)N2CCN(C3CC4CCC3C4)CC2)cc1 (stereo not drawn),-1,0,i,4,1,-1.2,-0.6,0,-1,-7
CCOC(=O)N1CCN(Cc2ccc3ccccc3c2)CC1,-1,-5,i,-4,4,-0.6,-1.7,-5,2,1
COc1ccc(-c2oc3ccc(-c4cc(OC)c(OC)c(OC)c4)cc3c2-c2ccc(OC)nc2)cc1,1,0,i,2,3,4.1,-0.2,14,-23,20
O=C(N/C(=C/c1ccc(F)cc1)C(=O)N1CCCCC1)c1ccco1,-1,-6,i,-8,1,-0.6,0.2,-4,0,3
COC(=O)[C@H]1CN(C(=O)c2ccccc2)C(=O)N1,0,-2,i,-12,4,-0.5,0.7,-2,-1,-2
CCCCn1c(N)c(N(CC)C(=O)/C=C/c2ccco2)c(=O)[nH]c1=O,-2,5,i,6,1,-1.6,-1.6,8,-12,0
COc1ccc(N2C3=C(C(=O)CC(C)(C)C3)C(c3ccccc3OC)C3=C2CC(C)(C)CC3=O)cc1,0,7,i,-10,-8,1.2,-0.8,-6,-7,-4
Cc1ccc2cc(/C=N/NC(=O)[C@H]3C[C@@H]3c3ccccc3)c(Cl)nc2c1,2,-3,i,-8,-2,1.5,-0.7,-7,9,16
CC(=O)Oc1ccc(C(=O)[C@H]2[C@H]3C(=O)N(c4cccc5ccccc45)C(=O)[C@H]3[C@@H]3C=CC=NN32)cc1,-2,10,i,-7,-29,1.3,-0.2,-10,-1,45*
Cc1c(Cl)cccc1NC(=O)COC(=O)C12CC3CC(CC(O)(C3)C1)C2,-4,14,i,-4,5,-0.5,-0.5,-16,-39,0

# Bioassay records from PubChem.
